# Compound activity from PubChem BioAssay.
# Growth percent in the NCI-60 one-dose screen (48 h, 10 µM unless noted): 100 = growth as untreated, 0 = no growth, -100 = all killed.
# COLO 205 = COLO 205 colon cancer; hit rate 7.3% among 79,000
# NCI-H460 = NCI-H460 lung cancer | hit rate 6.8% among 82,000
# HT29 = HT29 colon cancer | hit rate 7.4% among 81,000 | AID 1794748
# NCI/ADR-RES = NCI/ADR-RES ovarian cells | hit rate 4.4% among 81,000 | AID 1794790
# HCT-15 = HCT-15 colon cancer; AID 1794746; hit rate 5.2% among 82,000
# NCI-H226 = NCI-H226 lung cancer. hit rate 3.5% among 79,000. AID 1794732
# HCT-116 = HCT-116 colon cancer. hit rate 7.3% among 82,000
# NCI-H322M = NCI-H322M lung cancer; hit rate 2.7% among 80,000; AID 1794733
# NCI-H522 = NCI-H522 lung cancer. hit rate 8% among 78,000
# An asterisk follows results filed as active; · = no result given; & = joins results of further samples. How the source made its calls: active means growth percent below 10; inactive means the rest.
SMILES,COLO 205,NCI-H460,HT29,NCI/ADR-RES,HCT-15,NCI-H226,HCT-116,NCI-H322M,NCI-H522
O=C(/C=C/c1cccs1)c1cccs1,124,103,108,104,83,99,99,·,88
Cn1c(=O)c2[nH]c(COc3ccccc3[N+](=O)[O-])nc2n(C)c1=O,121,115,107,105,107,·,104,·,106
Cc1nc(Nc2ccccn2)sc1C1=NNC(c2ccccc2F)C1 (stereo not drawn),86,28,30,21,21,79,34,89,-19*
COc1cc(-c2cc3ncccc3c3nc(N)c4cccnc4c23)cc(OC)c1OC,-16*,3.5*,4.1*,10,22,39,9.9*,44,17
c1ccc(C(c2ccccc2)[n+]2ccccc2)cc1,94,104,99,108,109,107,·,100,89
CN1C(=O)N(C)C2C1NN=c1s/c(=C\c3ccccc3)c(=O)n12 (stereo not drawn),12,17,78,33,27,80,23,59,12
CC(C)N(CCOC(=O)c1cc(I)cc(-c2ccccc2)c1O)C(C)C,104,108,113,101,101,101,97,102,96
O=C(Nc1ncc(Cc2ccccc2Cl)s1)C1=NCCCN1,99,101,103,104,98,96,96,95,84
O=C1c2cccc3c(NCCO)ccc(c23)C(=O)N1c1cccc(-c2nn(-c3ccccc3)cc2-c2nc3ccccc3s2)c1,111,110,131,93,96,88,99,100,107
O=C1c2ccccc2C(=O)N1Br,115,112,102,105,102,100,107,120,103
Oc1ccc(Cl)c2cccnc12,105&114&124,112&117&86,104&99&115,115&101&89,101&98&110,105&92&111,103&97&92,117&94&108,94&103&108
O=C1NC(=O)C2(CCC(C3CCCCC3)CC2)N1 (stereo not drawn),98,106,97,109,102,98,99,100,86
CCOC(=O)C(=Cc1c(-c2ccccc2)[nH]c2ccccc12)C(=O)OCC,59,21,31,25,36,60,41,81,-34*
O=C(/C=C/c1ccncc1)c1cc(Cl)ccc1O,169,112,97,110,92,107,92,115,86
CCOC(=O)Nc1cccnc1,106,103,93,102,98,104,102,99,93
CC1CCCC(=O)O1 (stereo not drawn),122&107,112&104,100&106,100&103,100&95,101&93,95&105,106&106,104&86
C=CCOC(=O)CCCCC,112,117,104,110,106,107,105,92,97
COc1cc2oc(-c3cccc(C(=O)Nc4ccc(Cl)cc4)c3)cc(=O)c2c(OCCNC(=O)[C@@H](N)CCC(=O)O)c1OC,71,63,51,97,78,87,59,80,83
COc1cc(CSc2nc3ccccc3c(=O)n2CCc2ccccn2)cc(OC)c1OC,118,105,104,105,101,94,101,106,98
O=C1c2c(c3c4cc(Br)ccc4[nH]c3c3ccc4ccccc4c23)C(=O)N1CCO,92,62,90,90,73,89,84,97,76
O=c1[nH]n(-c2nnc3n2N=C(c2ccccc2)CS3)c(=O)c2ccccc12,110,105,105,105,106,93,100,101,92
COc1cc(NC(=O)C(C)C)ccc1C(=O)NC(=S)Nc1ccc(S(N)(=O)=O)cc1,118,107,101,102,108,115,106,100,76
C/C=C/C1OCC(CC)C(CCC)O1 (stereo not drawn),114,109,105,108,111,111,103,111,91
O=C(c1cccc(N2CCOCC2)n1)c1c[nH]c2ccccc12,107,87,105,97,96,83,98,97,88
Oc1ccccc1-c1nc2ccccc2s1,102&104,93&103,97&102,101&112,91&92,93&95,88&107,75&103,99
# Following part.
SMILES,COLO 205,NCI-H460,HT29,NCI/ADR-RES,HCT-15,NCI-H226,HCT-116,NCI-H322M,NCI-H522
CC(=O)N1N/C(=C2/C(C)=NC(=S)NC2c2ccccc2)CC1c1ccc(Cl)cc1 (stereo not drawn),137,100,93,104,92,100,100,99,92
COc1cc2cc(Oc3ccc(NC(=O)Nc4ccc(Cl)c(C(F)(F)F)c4)cc3)c(C)nc2cc1OC,-50*,-20*,-25*,2.0*,1.3*,4.5*,-87*,·,-44*
CC1=C2CCCCC2COC1=O (stereo not drawn),113,105,117,115,99,93,104,109,107
N#CC(c1ccccc1)C(C#N)c1ccccc1 (stereo not drawn),114,108,110,111,107,94,98,99,97
CC(=O)NCC(=O)c1ccc([N+](=O)[O-])cc1,105,104,107,104,111,98,106,103,109
COc1c(O[C@@H]2OC(CO)[C@@H](O)[C@H](O)C2O)cc2oc3cc(O)c(CC=C(C)C)c(O)c3c(=O)c2c1CC=C(C)C (stereo partly drawn),110,102,94,104,107,105,98,108,101
O=C1CCC(NS(=O)(=O)c2ccccc2)N1 (stereo not drawn),107,104,101,96,103,101,100,95,100
COc1ccc2c(c1)Oc1nc(N)c(C#N)c(N)c1C2Sc1ccc(O)cc1 (stereo not drawn),80,104,102,106,66,94,90,100,-38*
O=C(O)C(Nc1ccc2nc3n(c(=O)c2c1)CCC3)c1ccc(F)cc1 (stereo not drawn),108,101,106,109,95,98,97,99,84
COc1ccc(-n2cnc3c2NC(=O)CC3c2ccc3c(c2)OCO3)cc1 (stereo not drawn),100,110,97,106,97,91,114,·,98
COc1ccc(NC2=C(I)C(=O)c3ncccc3C2=O)cc1,-54*,-57*,12,0.7*,-40*,82,2.1*,17,-69*
Cc1c/c(=N\NC(=O)Nc2ccc(C(F)(F)F)cc2)oc2cc(O)ccc12,109,113,105,101,107,97,88,91,80
C=CC(=O)NC(C)(C)C,110,106,121,112,100,109,106,113,·
O=C1c2ccccc2C(=O)N1CC1CO1 (stereo not drawn),105,107,95,·,·,·,100,90,71
COc1ccc(/C=C2\CN(C(=O)C(Cl)Cl)C/C(=C\c3ccc(OC)cc3)C2=O)cc1,-34*,-35*,5.9*,12,-14*,61,-70*,4.8*,15
O=[N+]([O-])c1ccc(NN=C(c2ccccc2)c2ccccc2)c([N+](=O)[O-])c1,107,108,116,103,105,104,114,116,·
N#CC(C#N)=C(N)c1n[nH]n2c1nc(=O)c1sccc12,118,103,108,108,106,104,107,106,94
CC(=O)C(C(=O)CC(C)C)C(C)C (stereo not drawn),110,110,104,100,96,93,93,134,103
O=C1/C(=C\c2ccc(Cl)cc2)CN(C(=S)Nc2ccccc2)C/C1=C\c1ccc(Cl)cc1,-86*,-71*,-77*,1.2*,-35*,-70*,-63*,-21*,-88*
CCOC(=O)C(C(=O)OCC)c1cc(NC(=O)c2ccccc2)ccc1NC(=O)c1ccccc1,115,117,114,103,96,98,105,104,90
O=C(OCOC(=O)c1cccc2ccccc12)c1cccc2ccccc12,69,104,96,98,100,101,92,89,86
Cc1ccc(OCCCCCCNCCO)c(C)c1,1.8*,-21*,22,8.9*,23,·,19,11,-8.6*
CCCCCCNC(=O)c1cc(NCc2cc(O)ccc2O)ccc1O,97,95,91,59,35,92,75,89,-62*
Cc1ccc2cccnc2c1NCCCCCNC(C)C,104,109,94,94,98,95,90,92,75
COc1ccc(-c2nc3ccc(F)cc3s2)cc1,90,94,75,96,100,80,88,97,64

# Given with tabs: entries from further up
smiles	COLO 205	NCI-H460	HT29	NCI/ADR-RES	HCT-15	NCI-H226	HCT-116	NCI-H322M	NCI-H522
COc1cc2cc(Oc3ccc(NC(=O)Nc4ccc(Cl)c(C(F)(F)F)c4)cc3)c(C)nc2cc1OC	-50*	-20*	-25*	2.0*	1.3*	4.5*	-87*	·	-44*
CC1=C2CCCCC2COC1=O (stereo not drawn)	113	105	117	115	99	93	104	109	107
N#CC(c1ccccc1)C(C#N)c1ccccc1 (stereo not drawn)	114	108	110	111	107	94	98	99	97
CC(=O)NCC(=O)c1ccc([N+](=O)[O-])cc1	105	104	107	104	111	98	106	103	109
COc1c(O[C@@H]2OC(CO)[C@@H](O)[C@H](O)C2O)cc2oc3cc(O)c(CC=C(C)C)c(O)c3c(=O)c2c1CC=C(C)C (stereo partly drawn)	110	102	94	104	107	105	98	108	101
O=C1CCC(NS(=O)(=O)c2ccccc2)N1 (stereo not drawn)	107	104	101	96	103	101	100	95	100
COc1ccc2c(c1)Oc1nc(N)c(C#N)c(N)c1C2Sc1ccc(O)cc1 (stereo not drawn)	80	104	102	106	66	94	90	100	-38*
O=C(O)C(Nc1ccc2nc3n(c(=O)c2c1)CCC3)c1ccc(F)cc1 (stereo not drawn)	108	101	106	109	95	98	97	99	84
COc1ccc(-n2cnc3c2NC(=O)CC3c2ccc3c(c2)OCO3)cc1 (stereo not drawn)	100	110	97	106	97	91	114	·	98
COc1ccc(NC2=C(I)C(=O)c3ncccc3C2=O)cc1	-54*	-57*	12	0.7*	-40*	82	2.1*	17	-69*
Cc1c/c(=N\NC(=O)Nc2ccc(C(F)(F)F)cc2)oc2cc(O)ccc12	109	113	105	101	107	97	88	91	80
C=CC(=O)NC(C)(C)C	110	106	121	112	100	109	106	113	·
O=C1c2ccccc2C(=O)N1CC1CO1 (stereo not drawn)	105	107	95	·	·	·	100	90	71
COc1ccc(/C=C2\CN(C(=O)C(Cl)Cl)C/C(=C\c3ccc(OC)cc3)C2=O)cc1	-34*	-35*	5.9*	12	-14*	61	-70*	4.8*	15
O=[N+]([O-])c1ccc(NN=C(c2ccccc2)c2ccccc2)c([N+](=O)[O-])c1	107	108	116	103	105	104	114	116	·
N#CC(C#N)=C(N)c1n[nH]n2c1nc(=O)c1sccc12	118	103	108	108	106	104	107	106	94
CC(=O)C(C(=O)CC(C)C)C(C)C (stereo not drawn)	110	110	104	100	96	93	93	134	103

# Two entries picked at random from the list so far, as already listed:
SMILES,COLO 205,NCI-H460,HT29,NCI/ADR-RES,HCT-15,NCI-H226,HCT-116,NCI-H322M,NCI-H522
Cc1ccc(OCCCCCCNCCO)c(C)c1,1.8*,-21*,22,8.9*,23,·,19,11,-8.6*
Cc1ccc2cccnc2c1NCCCCCNC(C)C,104,109,94,94,98,95,90,92,75

# More results follow:
SMILES,COLO 205,NCI-H460,HT29,NCI/ADR-RES,HCT-15,NCI-H226,HCT-116,NCI-H322M,NCI-H522
CC(=O)[C@H]1CC[C@H]2[C@@H]3CC[C@@H]4C[C@H](OC(=O)CCC(=O)O)CC[C@]4(C)[C@H]3CC(=O)[C@]12C,108,106,104,107,104,101,102,117,95
COc1ccc(-c2nc3c(nc(C)c4ccc(C)nc43)o2)cc1,94,100,96,86,100,78,92,86,95
CCC(C)NC(=S)SCC(NC(=O)CCC(N)C(=O)O)C(=O)NCC(=O)O (stereo not drawn),114,117,111,109,109,105,109,105,113
Brc1ccc(Nc2nc(Nc3cnc4ccccc4c3)c3[nH]cnc3n2)cc1,90,65,71,92,83,64,55,105,54
CCNC(=O)NCC,113,97,106,107,105,96,102,105,93
Clc1ccc(-c2cnnn2-c2nonc2-n2cccc2)cc1,112,106,98,94,100,·,·,·,92
C=CCOC(=O)C(C(=O)Cc1ccccc1)c1ccccc1 (stereo not drawn),100,113,110,110,110,107,104,118,·
CCOC(=O)C1=C(N)N(c2ccc(Cl)cc2)C2=C(C(=O)CC(C)(C)C2)C1c1ccc(N2CCOCC2)cc1 (stereo not drawn),100,94,104,97,92,94,99,95,89
Cc1nc(-c2ccccc2)ccc1-c1nnc(SCC(=O)c2ccc(Cl)cc2)o1,113,98,102,101,93,99,102,96,87
CN(C)c1ccc(/C=N\NC(=O)N/N=C/c2ccc(N(C)C)cc2)cc1,123,110,113,107,119,105,107,104,108
N#Cc1c(Cl)nc(SCc2ccccc2)nc1-c1ccc(F)cc1,121,102,107,79,95,81,77,103,84
Cc1ccc2[nH]c(=O)cc(-n3ncc(C#N)c3N)c2c1,·,107,113,110,105,·,98,116,102
CC(=O)/C=C(\C)NCCN/C(C)=C/C(C)=O,108,108,·,103,97,114,101,109,90
Cc1cccc(C)c1Nc1nnc(-c2c[nH]c3ccccc23)o1,110,100,104,95,98,79,100,98,89
COC(=O)c1c2c(c(C)[n+]([O-])c1C)C(=O)C=C(NCc1ccc(Br)cc1)C2=O,-70*,-54*,-5.5*,-8.5*,-63*,-43*,-17*,-15*,-45*
COc1cc(-c2nc3ccccc3o2)cc(CN2CCN(c3ccccc3)CC2)c1O,117,51,94,69,44,·,56,·,58
O=C1N(Cc2ccccc2)C=C(S(=O)(=O)c2ccccc2)C2=NCCN12,103,102,99,102,99,102,96,91,86
COc1cccc(NC2=NC(N)N=C(c3cc4ccccc4oc3=O)C=N2)c1 (stereo not drawn),97,95,99,101,96,64,74,92,83
N#Cc1c(N)n(C2OC(CO)C(O)C2O)c2ncnc(N)c12 (stereo not drawn),-33*,0.3*,2.5*,-7.8*,-4.5*,12,4.8*,-28*,-56*
CCOc1ccc(Nc2nc(SC)ncc2SC)cc1,112,108,90,92,85,117,111,90,85
O=c1nc2s/c(=C\c3cccc(Cl)c3)c(=O)n2c2nc(-c3ccccc3)c(-c3ccccc3)nc12,115,101,109,96,105,101,94,96,88
